PAX8 reporter: PAX8 transcriptional activity inhibition; RMG-I TPO-luciferase reporter, SteadyGlo, 24 h; inhibition, % at 12.6 µM; AID 652154; actives 1.2% (n = 360,000);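 active = mean replicate inhibition at least 60% with every replicate also reaching 60%; inconclusive = only one of the two criteria is met; inactive = mean below 60% and not all replicates reaching 60%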;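 note: luciferase light reporting Pax8 driven TPO promoter activity; plate controls were median of neutral control wells for no effect and mitoxantrone controls for full effect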
SIRT5 block: inhibitors of human sirtuin-5 desuccinylase; Q9NXA8; Purified SirT5, succinyl-peptide AMC, trypsin-coupled fluorescence; inhibition, % at 15 µM; actives 1.1% (n = 330,000); in the data active = inhibition above about 15%; inconclusive = no clear call, values can overlap the other calls
Target sequence (Q9NXA8 whole entry, looked up): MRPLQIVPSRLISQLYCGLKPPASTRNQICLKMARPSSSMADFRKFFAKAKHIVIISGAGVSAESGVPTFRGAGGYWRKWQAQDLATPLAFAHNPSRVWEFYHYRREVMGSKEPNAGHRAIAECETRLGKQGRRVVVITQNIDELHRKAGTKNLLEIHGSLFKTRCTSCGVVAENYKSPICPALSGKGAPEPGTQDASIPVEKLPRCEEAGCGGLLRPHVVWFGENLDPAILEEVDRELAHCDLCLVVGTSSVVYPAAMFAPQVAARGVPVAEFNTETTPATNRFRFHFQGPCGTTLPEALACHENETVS
ARNT TACC3 PPI: ARNT/TACC3 interaction disruption; Q9Y6A5; AlphaScreen His-ARNT PAS-B/GST-TACC3 binding, luminescence; TACC3 fragment carries E629A point mutation; inhibition, % at 9.99 µM; actives 0.66% (n = 390,000); AID 623870;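 active = mean inhibition of replicates at least 50% and at least half of replicates each reaching 50%; inconclusive = half or more replicates reach 50% but mean below 50%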;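 note: 0% = complete ARNT plus TACC3 wells and 100% = ARNT alone without TACC3; many hits fall short of the cut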
LGR2 antag: Drosophila LGR2 receptor signaling inhibition | HEK293 LGR2, CRE-luciferase, bursicon-stimulated, 4 h | inhibition, % at 9.99 µM | actives 0.35% (n = 380,000) | AID 720647;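 active = drop in luminescence signal, shown as inhibition above about 50% in the replicate tests, limit read from the data, passing the limit was not always enough; inconclusive = probably only some replicates passing the limit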;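 note: agonist challenge used bursicon conditioned medium at about half maximal strength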
DENV2 CPE rescue: inhibitors of DENV2 cytopathic effect | DENV2-infected cells, cytopathic effect rescue, plate reader | CPE inhibition, % at 9.99 µM | actives 1.7% (n = 350,000) | AID 651640; in the data active = CPE inhibition above about 20%, passing the limit was not always enough; inconclusive = no clear call, values can overlap the other calls; tested in BHK-21 cells;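 note: 0% = median of neutral control wells and 100% = median of positive control wells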
EWS-Fli block: EWS/Fli transcriptional activity inhibition; AID 651661; A673 NR0B1-luciferase reporter, viability-normalised; inhibition, % at 12.6 µM; actives 0.67% (n = 350,000);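 active = mean inhibition of at least 50% after viability correction, with every replicate also passing that limit; inconclusive = mean reaches 50% but only one of two replicates passes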;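 note: firefly luciferase signal divided by Alamar Blue viability fluorescence both relative to DMSO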
CASP6 VEID inh: inhibitors of human caspase-6. purified caspase-6, Z-VEID-R110 cleavage fluorescence. actives 0.53% (n = 350,000). P55212. AID 686996. inhibition, % at 12.5 µM;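 active = mean inhibition across replicates at least about 35%, with every replicate also reaching that limit, limit read from the data; inconclusive = only one of the two criteria met; inactive = neither criterion met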;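 note: 0% = median of neutral control wells and 100% = no fluorescence left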
Target sequence (P55212 24-179 limits assumed): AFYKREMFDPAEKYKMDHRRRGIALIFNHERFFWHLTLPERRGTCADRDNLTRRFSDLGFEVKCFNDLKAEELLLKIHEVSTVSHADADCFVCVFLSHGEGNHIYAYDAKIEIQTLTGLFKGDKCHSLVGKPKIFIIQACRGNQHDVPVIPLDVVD
Target sequence (P55212 194-293 limits assumed): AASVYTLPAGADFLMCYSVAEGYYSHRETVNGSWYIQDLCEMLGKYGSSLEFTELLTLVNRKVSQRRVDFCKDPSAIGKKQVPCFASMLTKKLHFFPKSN
* = called active by the depositor; ? = inconclusive; . = no result given; & = joins results of further samples; ! = not active in a repeat.

SMILES	PAX8 reporter	SIRT5 block	ARNT TACC3 PPI	LGR2 antag	DENV2 CPE rescue	EWS-Fli block	CASP6 VEID inh
CC=Cc1ccc2n(c1=O)C[C@H]1[C@H](CO)[C@@H](C(=O)NC3CCCC3)N(CCC)[C@@H]21 (mixture of isomers)	.	-1	.	0	-8	-10	1
C[C@H](O)[C@@H]1C(=O)N2CCc3ccc(N4CCN(C)CC4)cc3[C@@H]2C[C@@H]1N(C)C(=O)Nc1cc(Cl)cc(Cl)c1	8	-1	5	-4	3	2	-7
C[C@@H]1CN([C@@H](C)CO)C(=O)c2cc(NS(=O)(=O)c3ccc(Cl)cc3)ccc2O[C@H]1CN(C)Cc1ccc2c(c1)OCO2	-2	0	29	-4	-6	4	1
COc1cccc(S(=O)(=O)Nc2ccc3c(c2)[C@H]2C[C@H](CC(=O)NCc4ccccc4F)O[C@H](CO)[C@H]2O3)c1	97*	-1	8	-4	14	-11	1
CCN(C(=O)C(C)Sc1ccc(S(=O)(=O)N2CCN(C)CC2)cn1)c1ccccc1 (stereo not given)	-13	4	-1	-7	-3	-6	-1
C[C@@H]1CN([C@@H](C)CO)C(=O)c2cc(NC(=O)Cc3ccccc3)ccc2O[C@@H](C)CCCCO[C@@H]1CN(C)Cc1ccccc1	13	3	-1	10	6	8	0
COc1ccccc1OCC(=O)Nc1ccc(S(=O)(=O)N(C)c2ccccc2)cc1	6	-1	0	-10	.	.	0
C/C=C/c1ccc([C@@H]2[C@@H](CNC(=O)CC3CC3)N(C(C)=O)[C@H]2CO)cc1	-14	.	-6	-21	-1	8	.
COc1cccc(NC(=O)COC(=O)CCC(=O)c2cccs2)c1	8	5	-8	-13	-6	2	-3
C[C@@H]1CCCCO[C@@H](CN(C)C(=O)c2ccccc2)[C@@H](C)CN([C@H](C)CO)C(=O)c2cc(NC(=O)CCCN(C)C)ccc2O1	-7	-2	-11	1	-1	4	-4
C[C@@H]1CN([C@@H](C)CO)S(=O)(=O)c2ccc(Br)cc2O[C@@H]1CN(C)Cc1cccnc1	-6	0&-12&3	-4&-3	4&7	-2&3&-6	-6&12&-3	-2&1&4
O=C(NCCc1cccs1)c1ccc(Cl)c(Cl)c1	-224	-1	-1	-101	-4	-73	0
Cc1ccc2[nH]c(C)c(CC(=O)NCc3ccccc3)c2c1	9	1	2	5	2	-4	2
Cc1cnc(C)c(Nc2nc(C(N)CCc3ccccc3)cs2)n1 (stereo not given)	8	-1	.	6	-11	16	2
CC(C)[C@H](C)NC(=O)N(C)C[C@@H]1OCc2ccccc2-c2ccccc2C(=O)N([C@H](C)CO)C[C@@H]1C	-26	-3	-6	-6	10	-1	1
COc1ccc(C(C)=O)cc1COC(=O)Cc1cc(OC)c(OC)c(OC)c1	-4	0	-4	-10	-5	2	-1
C[C@@H]1CN([C@@H](C)CO)C(=O)c2cc(NC(=O)NC3CCCCC3)ccc2O[C@@H]1CN(C)C(=O)Nc1ccc(C(F)(F)F)cc1	10	-12	4	5	-2	4	-2
COc1ccccc1-c1cn(CC[C@@H]2CC[C@H](NC(=O)C3CC3)[C@H](CO)O2)nn1	4	-2	-3	-6	-4	-1	-2
COc1ccc(NC(=O)N[C@@H]2CC[C@H](CCNC(=O)c3ccccc3F)O[C@H]2CO)cc1	-11	-3	0	30	-1	3	1
O=C(Nc1cccc(F)c1)N1CCCCN2[C@H](CO)[C@@H](c3ccc(-c4ccncc4)cc3)[C@@H]2C1	-1	0	-17	16	7	1	-7
Cc1nn(S(=O)(=O)c2ccc(Cl)cc2)c(C)c1Sc1ccc([N+](=O)[O-])cc1	4	5	-4	-5	-4	5	-3
C[C@@H]1CN([C@@H](C)CO)C(=O)CCCn2cc(nn2)CO[C@H]1CN(C)C(=O)Nc1cccc(F)c1	11&-14	0&-4&0	11&-13	-1&8	87*!	4&-5&0	-2&4&0
CCOC(=O)COc1ccccc1/C=N\NC(=O)c1cc2c(ccc3ccccc32)o1	12	-3	-3	7	0	-12	0
C[C@@H]1CN([C@H](C)CO)C(=O)c2cc(NS(=O)(=O)c3ccc(F)cc3)ccc2O[C@@H]1CN(C)Cc1ccc(C(=O)O)cc1	.	2	-8	4	-3	-4	-2
COC(=O)c1c(C)[nH]c(O)c1C=Nc1ccc(C#N)cc1	-25	.	.	8	14	-1	10
O=C(Nc1cccnc1)c1ccc(Cl)c(S(=O)(=O)N2CCc3ccccc32)c1	13	-6	1	27	3	12	-3
COc1ccc(CN(C)C[C@H]2Oc3ccc(NC(=O)Nc4ccc(OC)cc4)cc3C(=O)N([C@@H](C)CO)C[C@H]2C)cc1	11	-8	6	13	-8	-1	1
O=C(NCc1ccncc1)[C@@H]1CCCN1C(=O)[C@H]1CCCN1C(=O)c1cccs1	6	-3	.	-4	-2	2	0
Cc1ccccc1NC(=O)CCCNC(=O)c1ccc(Cl)cc1	6	-2	16	-3	19	0	1
COc1ccc(CNS(=O)(=O)c2ccc(Br)s2)cc1	25	-5	-5	3	14	-6	2
O=C(C[C@H]1C[C@H]2c3cc(NS(=O)(=O)c4ccc(F)cc4)ccc3O[C@H]2[C@H](CO)O1)NCc1ccc(Cl)cc1	38	2	0	-26	-9	15	2
O=S(=O)(CCSc1nc2ccccc2o1)c1nc2ccccc2s1	.	-1	0	?	-1	1	0&7
COc1ccc(NC(=S)NNC(=O)c2cccs2)cc1	-82	.	2	-22	.	.	.
CNC(=S)N1CCc2ccccc2C1	5	.	3	22	.	.	.
CCOC(=O)[C@]12CCC=C1N(Cc1ccc(Cl)cc1Cl)C(=O)[C@H](CC(=O)NCC13CC4CC(CC(C4)C1)C3)C2	7	.	.	17	-5	-1	-1
C=CCN1C(=O)C2(OCCCO2)c2cc(CCCC)ccc21	21	-2	4	-2	2	1	1
COc1cccc2cc(C(=O)NCc3ccccc3)c(=N)oc12	4	-1	-2	-17	6	-50	-7
C[C@H](CO)N1C[C@H](C)[C@H](CN(C)C(=O)Nc2ccccc2)Oc2ccc(NS(C)(=O)=O)cc2CC1=O	-16	-1	-5	-14	8	-12	-3
COc1ccc(CC(=O)NC2CCSc3ccccc32)cc1OC (stereo not given)	17	6	-2	-18	4	-2	4
CC(CN1CCC(n2nccc2NC(=O)C2CCCC2)CC1)c1ccccc1 (stereo not given)	.	-2	3	-21	4	.	1
CC(C)C[C@H]1CN(CCCC[C@H]2CNC(=O)C(=O)N2CCC2CCCCC2)C(=O)C(=O)N1CCc1ccccc1	-15	-3	.	-1	-5	11	6
CC(=O)OCC(=O)Nc1c(C)cc(C)cc1C	1	-2	.	-9	5	2	2
Cc1nn(Cc2ccccc2)c(Cl)c1/C=C/C(=O)OCC(=O)NC(C)C(C)C (stereo not given)	2	-1	1	-16	0	1	1
COCC(=O)N1[C@H](CO)[C@@H](c2ccccc2)C12CN(Cc1cc(F)ccc1F)C2	1	19*	.	5	-1	-3	-2
O=C(C1CCOCC1)N1CC(=O)N2[C@H](C1)[C@H](c1ccc(Br)cc1)[C@@H]2CO	-11	-2	.	-3	-1	1	0
CCCC#Cc1ccc([C@@H]2[C@H]3CN(C(=O)Nc4cc(F)ccc4F)CC(=O)N3[C@H]2CO)cc1	18	6	.	7	1	10	0
C[C@@H]1CN([C@H](C)CO)S(=O)(=O)c2ccc(/C=C/c3ccccc3)cc2O[C@@H]1CN(C)C(=O)NC1CCCC1	13	21*	-6	12	-3	2	-3
COc1ccc(NC(=O)Nc2cccc3c2O[C@H](CN(C)C)[C@@H](C)CN([C@H](C)CO)C3=O)cc1	-33	-3	4	-13	-1	-27	0

Records above shown as hits in SIRT5 block:
molecule	SIRT5 block	ARNT TACC3 PPI	LGR2 antag	DENV2 CPE rescue	CASP6 VEID inh
COCC(=O)N1[C@H](CO)[C@@H](c2ccccc2)C12CN(Cc1cc(F)ccc1F)C2	19*	.	5	-1	-2
C[C@@H]1CN([C@H](C)CO)S(=O)(=O)c2ccc(/C=C/c3ccccc3)cc2O[C@@H]1CN(C)C(=O)NC1CCCC1	21*	-6	12	-3	-3

The list goes on.
SMILES	PAX8 reporter	SIRT5 block	ARNT TACC3 PPI	LGR2 antag	DENV2 CPE rescue	EWS-Fli block	CASP6 VEID inh
O=C(COC(=O)c1ccncc1)Nc1cccc2ccccc12	5	1	1	11	-6	-5	5
Cc1ccc(-c2ccc3c(c2)O[C@@H](CN(C)Cc2ccccc2)[C@@H](C)CN([C@H](C)CO)S3(=O)=O)cc1	.	-3	-1	-12	-3	11	4
COc1ccc(C#Cc2ccc([C@H]3[C@@H](CO)N4C(=O)CN(C(=O)c5cccnc5)C[C@H]34)cc2)cc1	18	3	.	-4	0	-1	-1
CCCC#Cc1ccc2c(c1)[C@H]1[C@H](CCN1Cc1ccccc1F)[C@@H](CO)N2	.	3	.	3	-9	.	2
CCCc1nc2ccc(C)cn2c1Cc1cccc(F)c1	-30	-4	.	-57	-4	-51	-3
COc1ccc(C(=O)NC(=S)NNC(=O)[C@H]2C[C@@H]2c2ccccc2)cc1OC	38	0	28	.	-3	26	-4
C=C[C@@H](c1ccccc1)[C@](C)(O)C(=O)O	-28	.	.	5	-4	-12	-3
COc1ccc(S(=O)(=O)N2CCCCC2)cc1NC(=O)C1CC1(Cl)Cl (stereo not given)	-12	.	.	1	-6	4	-1
COc1ccc(S(=O)(=O)N2Cc3ccccc3CC2C(=O)O)cc1 (stereo not given)	.	-9	16	10	.	.	18
O=C(N/C(=C\c1ccccc1)C(=O)N1CCOCC1)c1ccccc1Cl	-5	-1	-8	6	14	.	-1
Cc1ccccc1NCN1C(=O)C2CCC(C)(C1=O)C2(C)C (stereo not given)	-10	-1	-8	2	-3	3	-1
CCOC(CNC(=O)C(=O)Nc1cc2c3c(c1)CC(=O)N3CCC2)OCC	-2	-4	-9	10	?	8	1
O=C(Cc1ccc([N+](=O)[O-])cc1)NCc1ccccc1Cl	-2	1	-22	.	-2	-14	4
COc1cc(NC(=O)COc2cc(C)cc3oc(=O)cc(C)c23)cc(OC)c1OC	4	.	.	-2	-10	8	0
Cc1cccc(-c2nnc(-c3cccc4ccccc34)o2)c1	-105	-3	-4	-25	-3	-4	-1
COc1ccc(C(CNC(=O)c2ccc(-c3ccccc3Cl)o2)N2CCOCC2)cc1 (stereo not given)	20	-1	9	-2	3	9	-2
CNS(=O)(=O)c1ccc(CNC[C@H]2O[C@@H](n3cnc(C(N)=O)n3)[C@H](O)[C@@H]2O)cc1	-3	-9	-12	3	2	1	-3
O=c1cc(-c2cccc(Br)c2)nc(-c2ccccc2F)o1	3	.	-4	0	.	.	.
CCN1CCN(c2ccc(S(=O)(=O)N3CCOCC3)cc2NC(=O)COc2ccc(F)cc2Cl)CC1	1	-2	-3	6	2	.	-3
C[C@@H]1CN([C@H](C)CO)C(=O)c2cc(NC(=O)NC3CCCCC3)ccc2O[C@H]1CN(C)S(=O)(=O)c1cccs1	.	-3	2	16	-8	-4	-1
Cc1oc2c(c(C)cc3oc(=O)c(CC(=O)N[C@H](C(=O)O)C(C)C)c(C)c32)c1C	16	-5	15	1	-2	13	-3
CCCNC(=O)[C@H]1[C@H](CO)[C@H]2Cn3c(ccc(-c4cccc(F)c4)c3=O)[C@@H]1N2Cc1ccccc1F	-19	-14	.	8	-10	-2	-5
CCOc1ccc(CCN2C(=S)N([C@@H](CC(C)C)CN3CCCC3CN3C(=S)NC[C@@H]3CC(C)C)C[C@@H]2Cc2ccc(O)cc2)cc1 (stereo not given in full)	-10	-4	-3	4	1	12	3
COc1cc2c(cc1OC)C(c1cccc(Br)c1)CC(=O)N2 (stereo not given)	33	-2	1	-11	-6	15	7
CC(C)NS(=O)(=O)c1ccc(NC(=O)CCc2ccccc2)cc1	.	0	.	-4	7	-20	-1
Cc1cccc(NC(=O)Nc2ccc3c(c2)C(=O)N(C)[C@H]2CC[C@@H](CC(=O)NCc4ccccc4Cl)O[C@@H]2CO3)c1	16	7	9	-8	-3	-14	-1
CCN(C[C@H]1N[C@@](CC)(C(=O)OC)[C@H]2C(=O)N(C)C(=O)[C@@H]12)S(=O)(=O)c1ccc(OC)cc1	0	-2	-4	-2	26*	0	-1
